# Screening data as filed in PubChem BioAssay.
# CF NFkB inh: inhibitors of PAF-induced NF-kB signaling, primary screen, cell-based, GFP fluorescence, uHTS; KKLEB NF-kB-GFP reporter, GFP fluorescence overnight; inhibition, % at 5 µM; 0.86% of 360,000 active; AID 588850, 2011;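 active means at least 50% inhibition at 5 µM, scaled per plate between neutral and stimulator controls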;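 further: PAF is a Pseudomonas aeruginosa culture filtrate used as stimulus; plate controls were PAF-stimulated DMSO wells for no effect and unstimulated DMSO wells for full effect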
# NR2E3 ag-1: NR2E3 agonists in two-hybrid cells, primary screen, cell-based, luminescence, CHO-S, Gal4-NCOR/VP16-NR2E3; Photoreceptor-specific nuclear receptor (Homo sapiens), Q9Y5X4; luciferase; inhibition of corepressor binding, % at 3.98 µM; 0.35% of 360,000 active; AID 602229, 2012;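 active means inhibition above the mean of all tested compounds plus 3 SD, cut at about 70% in these data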;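 further: 0% = DMSO with NR2E3 transfected cells and 100% = cells lacking NR2E3 construct; higher means lower luciferase signal from less NR2E3 corepressor binding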
# Target sequence (Q9Y5X4 whole entry, looked up, the tested form may be a part): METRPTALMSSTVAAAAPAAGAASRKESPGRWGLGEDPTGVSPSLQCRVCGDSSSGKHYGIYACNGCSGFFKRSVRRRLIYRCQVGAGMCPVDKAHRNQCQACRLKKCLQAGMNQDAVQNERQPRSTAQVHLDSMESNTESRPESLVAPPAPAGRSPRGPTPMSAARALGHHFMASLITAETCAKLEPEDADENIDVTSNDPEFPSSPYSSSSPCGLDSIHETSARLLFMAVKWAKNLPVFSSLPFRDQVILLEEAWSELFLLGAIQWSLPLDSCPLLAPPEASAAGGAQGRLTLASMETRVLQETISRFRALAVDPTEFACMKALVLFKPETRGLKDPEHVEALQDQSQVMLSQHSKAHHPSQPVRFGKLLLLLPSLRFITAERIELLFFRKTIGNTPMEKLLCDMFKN
# NR2E3 ag-2: inhibitors of NR2E3-RetCOR corepressor binding, primary screen, NR2E3 agonist project, biochemical, TR-FRET, GST-NR2E3, biotin-RetCOR. Photoreceptor-specific nuclear receptor (Homo sapiens), Q9Y5X4. 1536-well. inhibition of corepressor binding, % at 4.78 µM. 0.12% of 320,000 active. AID 2300, 2010;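 active means percent inhibition above the cutoff of mean plus 3 SD of all tested compounds, set per screening campaign, cut at about 20% in these data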;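 further: 0% = DMSO wells and 100% = biotin wells as full block of FRET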
#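 Assay system: NR2E3–RetCOR corepressor complex. Quantity: 1.35 nM GST-NR2E3. Buffer or medium: pH 7.5 Tris-based buffer. Reagent: biotinylated RetCOR corepressor at 7 nM final. Schedule: 5 h at 4 °C. Detection: TR-FRET, emission read at 617 and 671 nm. Replicates: one well per compound, singlicate testing.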
# TWEAK-Fn14 inh: inhibitors of TWEAK-Fn14 signaling, primary screen, luciferase reporter cells, uHTS; TWEAK-stimulated Fn14 reporter cells, luciferase luminescence, 8 h; AID 1159606, 2016; 2% of 360,000 active; inhibition, % at 10 µM; in the data active means inhibition above about 50%
# KKLEB tox: cytotoxicity in KKLEB CF airway cells, primary screen, cytotoxicity control for CF NF-kB inhibitor project, cell-based, uHTS, fluorescence assay plates; KKLEB CF airway cells viability, ATPlite luminescence, overnight; hits give low values; cells stimulated with P. aeruginosa culture filtrate; AID 602141, 2011; 0.36% of 360,000 active; activity change (cytotoxicity), % at 5 µM;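 active means corrected activity change at or below -50% at 5 µM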
# HIF-2a inh: HIF-2a reporter inhibitors, primary screen, luminescence, 786-0 RCC cells | 786-0 RCC cells HIF-2a reporter, luciferase luminescence, overnight | 0.72% of 360,000 active | inhibition, % at 18.8 µM;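 active means inhibition of the luminescence signal of 40% or more relative to plate controls, in a single-dose primary screen at 18.75 µM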
# iPSC survival up: enhancers of single-cell hiPSC survival, primary screen, ATPlite luminescence. 100% = ROCK inhibitor wells, 0% = DMSO. survival enhancement, % at 20 µM. 0.044% of 360,000 active; in the data active means survival enhancement above about 18%;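 further: cells exposed to compounds for 16 hours before the ATP read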
# Peg3 prom inh: Peg3 promoter-driven luciferase inhibitors, primary screen, cell-based, HeLa, luciferase luminescence. HeLa PEG-Prom luciferase reporter, overnight. inhibition, % at 20 µM. 1.7% of 360,000 active. AID 588405, 2011;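 active means inhibition of at least 50% at 20 µM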
# TRPM1 prom inh: inhibitors of MITF-dependent TRPM1 promoter reporter, primary screen, cell-based, SK-MEL-5, single point, luciferase. SK-MEL-5 TRPM1 promoter luciferase, 24 h. inhibition, % at 12.5 µM. 0.83% of 330,000 active. AID 488899, 2010;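 active means mean inhibition across replicates of 60% or more, whatever share of single replicates reaches that level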; further: values of inactives mirror those of a sister screen read the other way
# Shn3 3UTR inh: reduction of Shn3 3'UTR firefly luciferase signal, primary screen, Schnurri-3 inhibitor project, cell-based, Clone20 osteoblasts, set 2; Clone20 osteoblast Shn3 3'UTR firefly luciferase, 24 h; inhibition, % at 12.5 µM; 0.52% of 360,000 active; AID 588674, 2011;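 active means mean inhibition of at least 75% with every replicate also reaching 75%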;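 further: 0% = median of neutral control wells and 100% = pilot-screen positive control compound; some compounds past the cut are filed as inactive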
# aDG glyco up: activators of alpha-DG glycosylation, primary screen, uHTS, Pro5-aDG cells, AlphaScreen. alpha-DG glycosylation AlphaScreen (IIH6); 0% Pro5, 100% B10-LARGE cell signal. activation, % at 10 µM. 0.22% of 360,000 active;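 active means activation of at least 8% versus controls, or a plate z-score of at least 8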;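 further: Pro5 are CHO cells carrying HIG-tagged alpha-DG that lacks glycosylation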
# * marks the source's active call; other numbers are inactive results; nt = not tested or not shown. Random draw from the library (roughly 4.4% active in at least one column).
SMILES,CF NFkB inh,NR2E3 ag-1,NR2E3 ag-2,TWEAK-Fn14 inh,KKLEB tox,HIF-2a inh,iPSC survival up,Peg3 prom inh,TRPM1 prom inh,Shn3 3UTR inh,aDG glyco up
CCC(C(=O)O)P(=O)(c1ccc(Cl)cc1)c1ccc(Cl)cc1 (centres undefined),2.8,-13.2,4.0,2.7,3.7,13.8,0.3,16.5,0.2,-1.4,0.1
CC12COC3(C(=O)N4CCN(c5ccccn5)CC4)CC1CCC32C (centres undefined),-4.3,11.7,1.9,8.3,11.6,5.9,3.9,9.8,-14.2,7.0,0.1
COc1ccc(C)cc1NC(=O)CN(c1ccc(C)cc1)S(C)(=O)=O,-13.0,12.5,-2.4,10.3,24.8,6.5,0.9,9.6,14.8,16.1,0.3
CCC(C)[C@H]1COCCS(=O)(=O)N1Cc1ccccc1F (some centres undefined),2.0,5.6,2.2,9.7,-12.3,10.2,-2.4,18.6,-5.1,-12.8,0.2
Cc1ncc(CO)c(/C=N/NC(=O)c2ccc(O)cc2)c1O,-5.0,-2.1,-5.3,2.9,2.8,18.1,-1.7,8.4,-4.8,4.0,-0.3
COc1ccccc1CCCNC(=O)C1CCC(=O)N(CCc2ccc(Cl)cc2)C1 (centres undefined),14.9,-38.0,1.1,-16.5,-5.6,-25.1,-0.2,2.6,0.0,-15.3,0.1
OC(CNCCNc1ncccc1C(F)(F)F)COc1ccc(F)cc1 (centres undefined),15.6,4.0,3.8,-18.4,-13.5,4.4,3.4,11.0,-4.2,1.0,0.1
COc1ccc(CN(C(=O)c2oc3ccc(F)cc3c2C)C2CCS(=O)(=O)C2)cc1 (centres undefined),-10.0,-27.6,2.2,-27.7,7.3,28.7,-0.1,24.8,4.6,20.4,0.0
O=C1NCCN(Cc2c(F)cccc2Cl)C1CC(=O)N1CCCO1 (centres undefined),27.2,14.9,1.7,7.0,-13.2,-17.4,-0.9,-51.6,-16.0,-9.8,0.1
O=C(C[C@@H]1C/C=C\C[C@@H](Cc2ccc(F)cc2)C(=O)OC[C@@H](Cc2c[nH]c3ccccc23)NC1=O)NCCO,-6.4,4.4,nt,-1.0,-3.6,9.0,-0.5,-4.8,9.1,8.1,-0.2
O=C(CP(=O)(CO)CO)c1ccc(Cl)cc1,11.8,-13.1,-1.3,-2.2,2.7,-0.4,1.0,8.8,4.4,5.5,-0.3
Cc1cc2cc(C(c3nnnn3C3CCCC3)N(Cc3cccnc3)Cc3ccco3)c(=O)[nH]c2cc1C (centres undefined),-1.9,-40.7,2.4,26.3,-7.4,9.1,0.3,36.1,7.9,25.8,0.4
COC(=O)[C@H]1C[C@@H]1[C@H](NS(=O)(=O)c1ccccc1)c1ccccc1,4.3,-19.1,1.8,23.1,-16.6,6.5,-1.1,-7.1,7.1,-61.2,0.2
CN(C)c1ccc(NC(=O)CN2C3CCCC2CC(NC(=O)c2ccccc2)C3)cc1 (centres undefined),1.9,-3.4,-0.6,39.7,-10.6,2.4,0.2,14.9,8.4,13.1,0.0
Cc1ccc(C(=O)Nc2cccnc2)cc1[N+](=O)[O-],0.7,5.1,-0.7,3.1,8.4,-17.6,0.0,-14.4,-0.5,2.3,0.4
COc1ccccc1N1CCN(C2CCN(C(=O)c3cccc(F)c3)CC2)CC1,2.6,2.5,1.2,13.3,-11.9,16.4,-1.7,8.4,-10.6,2.4,0.9
COc1ccc(NS(=O)(=O)c2cccc(C(=O)O)c2)cc1S(=O)(=O)N1CCCCC1,1.6,20.8,nt,-3.6,4.7,6.6,0.0,-4.9,-4.3,-11.1,0.1
CCSc1nnc(NC(=O)NCC(F)(F)F)s1,10.6,-3.8,4.2,2.3,8.1,-23.9,5.8,13.3,-7.5,-13.9,0.0
CCOC1=C2[C@H]([C@H]3C(=O)N(c4ccccc4)C(=O)[C@H]3C1)[C@@H](c1ccccc1)N(S(=O)(=O)c1ccc(C)cc1)[C@H]2c1ccccc1,4.4,-10.3,nt,-7.2,5.8,6.1,-1.8,16.4,nt,-11.6,-0.1
COc1cc(/C=C2/N=C(c3ccccc3)OC2=O)c(F)cc1OCc1ccccc1,-10.8,-7.1,-0.2,0.8,13.7,9.0,0.0,1.1,-13.1,10.2,0.2
CC(C)CN(CCNC(=O)CN1N=C(c2ccc(Cl)cc2)CCC1=O)CC(C)C,12.4,-4.5,3.0,-7.0,-3.9,18.2,0.2,12.7,8.3,-1.0,0.2
Cc1sc2nc(SCC(=O)NCCOCCO)n(C)c(=O)c2c1C,11.4,-2.4,-1.2,-10.8,-8.1,16.6,0.1,17.3,3.2,16.2,-0.5
O=C(c1cc(C2CCCCN2S(=O)(=O)c2ccccc2)on1)N1CCOCC1 (centres undefined),10.1,-7.2,nt,-22.8,-11.2,5.2,5.2,1.6,nt,-4.1,3.3
COC(=O)[C@H]1[C@H]2C[C@@H]3c4[nH]c5cc(OC)ccc5c4CCN3C[C@H]2C[C@@H](OC(=O)/C=C/c2cc(OC)c(OC)c(OC)c2)[C@@H]1OC,-7.2,2.1,3.1,-3.8,-7.7,-4.1,-1.0,25.8,14.5,1.6,-0.1
CCOc1ccc(CCNC(=O)c2cccc(C#N)c2)cc1OCC,-1.6,-0.5,1.0,-0.8,1.9,8.0,-1.3,23.4,8.5,14.2,0.5
CCN(Cc1cc(=O)[nH]c2ccccc12)C(=O)C(C)C,9.1,4.1,-2.3,10.9,-4.1,17.5,-0.6,1.2,7.3,-11.1,-0.2
Cc1cc(C)c2ccc(C)[n+]([O-])c2c1O,7.1,-8.9,-1.5,10.8,4.4,13.4,-1.8,-1.8,-8.9,-5.1,0.0
COc1ccc(N2CCN(C(=O)C(NC(=O)c3c(F)cccc3F)C(C)C)CC2)cc1 (centres undefined),-5.0,1.5,2.5,14.4,-12.4,6.6,1.1,12.7,2.0,-3.8,0.0
CCCCCCN1C(=O)C(O)=C(C(C)=O)C1c1ccc(Cl)cc1 (centres undefined),-8.6,-14.1,5.2,6.8,-18.9,21.1,-1.3,13.8,-3.4,-6.0,-0.2
O=C(c1ccccc1)c1ccc(CN2C(=O)c3ccccc3C2=O)o1,11.5,-23.0,-0.6,-8.5,2.8,-5.1,-0.5,-36.0,2.8,-7.8,0.0
CCCn1c(NCc2ccc(C)o2)nc2ccccc21,7.6,-30.7,2.9,-14.0,-0.9,-5.8,0.2,-13.5,8.6,5.9,0.3
CCCn1cc(S(=O)(=O)CC(=O)N2CCc3ccccc32)c2ccccc21,5.8,-12.6,-0.2,3.1,-6.9,5.2,0.2,0.3,11.4,-2.7,0.4
Nc1nc(SCc2ccc(F)cc2)ns1,-2.8,-63.0,-3.0,-12.6,8.1,-138.9,0.2,-78.0,-21.2,-15.6,-0.2
Cc1cccc(C(=O)NC(=S)N2CCN(c3ccc([N+](=O)[O-])cc3)CC2)c1,14.1,-8.1,5.9,-12.1,2.8,20.5,-0.4,10.5,10.1,-34.6,1.3
Cc1ccc(-c2nnn(CC(=O)NCC3COCCO3)n2)o1 (centres undefined),0.1,-34.0,1.0,3.0,-6.8,11.3,0.5,18.0,-6.0,-10.8,-0.3
C=C(C)Cn1c(C2CC(=O)N(Cc3ccccc3)C2)nc2ccccc21 (centres undefined),-22.4,6.9,1.1,22.8,4.6,15.2,-0.7,8.2,10.3,6.5,0.1
CN(C)c1ccc(CNC(=O)CN(C)S(=O)(=O)c2ccc3c(c2)c(=O)n(C)c(=O)n3C)cc1,8.0,-1.8,-1.0,-17.5,-4.7,11.8,-0.2,4.2,2.2,-11.6,-0.3
CCc1c(C)sc(NC(=O)c2ccco2)c1C(=O)N1CCCCC1,-17.5,6.4,2.1,7.2,14.1,-8.1,-0.1,8.6,-3.9,5.8,0.8
O=C1CCN(S(=O)(=O)c2ccccc2)CCN1CCOCc1cccc(F)c1,-29.3,1.9,-1.9,8.2,12.1,4.1,2.2,6.2,6.5,1.6,0.2
COc1ccc(NC(=O)Cn2nc(C(=O)O)c3ccccc3c2=O)cc1OC,3.6,-6.7,4.2,10.4,7.3,14.0,0.5,-6.8,-0.1,-7.0,0.0

# Some entries already given, reduced to TRPM1 prom inh and NR2E3 ag-1.
smiles,TRPM1 prom inh,NR2E3 ag-1
CC(C)CN(CCNC(=O)CN1N=C(c2ccc(Cl)cc2)CCC1=O)CC(C)C,8.3,-4.5
COc1ccc(C)cc1NC(=O)CN(c1ccc(C)cc1)S(C)(=O)=O,14.8,12.5
Cc1cccc(C(=O)NC(=S)N2CCN(c3ccc([N+](=O)[O-])cc3)CC2)c1,10.1,-8.1
CC12COC3(C(=O)N4CCN(c5ccccn5)CC4)CC1CCC32C (centres undefined),-14.2,11.7

# More results.
SMILES,CF NFkB inh,NR2E3 ag-1,NR2E3 ag-2,TWEAK-Fn14 inh,KKLEB tox,HIF-2a inh,iPSC survival up,Peg3 prom inh,TRPM1 prom inh,Shn3 3UTR inh,aDG glyco up
CN(C)S(=O)(=O)c1ccc(C(=O)Oc2ccccc2)cc1,14.5,12.4,3.6,4.3,-1.3,-15.1,5.7,-10.7,-1.7,12.1,-0.3
COc1cccc(N2C(=O)C(Cc3c[nH]c4ccccc34)NC2=S)c1 (centres undefined),14.4,-10.7,0.8,7.9,4.4,-31.4,-0.9,-35.6,11.5,-20.5,0.3
CN1CCN(CCc2nc3cc(NC(=O)COc4ccc(Cl)cc4)ccc3n2C)CC1,1.8,-35.4,0.9,-11.3,-3.4,-0.8,0.0,4.2,3.2,1.5,0.2
NC(=O)N/N=C\c1cc(Br)ccc1O,1.1,21.4,-1.4,18.6,14.0,12.2,-0.1,12.9,-4.0,-30.7,-0.1
COc1ccc([C@H]2C[C@H](n3cc(COC(=O)c4ccccc4)nn3)[C@@H](O)CN2C(=O)c2cccs2)cc1,-4.9,-6.5,nt,-2.3,4.5,7.3,3.0,-6.4,nt,-24.4,0.2
O=C(Nc1cccc(Cl)c1)Nc1cnccn1,23.8,2.6,0.9,12.8,-4.8,-78.2,1.4,-45.1,-20.5,11.8,0.2
